# PLK1 PBD inh – PLK1 (human) polo-box domain binding inhibition | AID 720504 | 2.8% of 360,000 active | Potency, µM, inactives show max response, negative = inhibition, usual class: inhibitors | Plk1 PBD binding of FITC phosphopeptide, fluorescence polarization; also: potency is read from the fitted curve at half-maximal effect; series mostly up to about 57 µM; % is scaled to controls: 0 for no effect and ±100 for the full control effect; nearly all actives have a fitted effect of over 65% in size
# PI5P4Ka inh – PI5P4K alpha (human) kinase inhibition | 1.2% of 330,000 active | PI5P4Kalpha enzyme, ADP-Glo luminescence, 60 min; stronger effect = lower value | max response, %; active = max response of -50% or lower; inconclusive = between -30% and -50%; inactive = -30% or higher; also: value at the top dose of about 77 µM; % is scaled to controls: 0 for no effect and ±100 for the full control effect
#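 Compounds were pin-transferred onto PI5P4Kalpha and substrate in HEPES pH 7.4 buffer with EGTA, CHAPS and 5% DMSO. ATP (5 microM final) started the reaction, which ran 60 minutes at room temperature before ADP-Glo detection.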
# EPAC1 ag – agonists of human EPAC1 | EPAC1 agonist qHTS, biochemical assay; response scale: 100% = response to 6.5 mM cAMP | Potency, µM (top dose mostly 154 µM), inactives show at the top dose activation, actives largely listed as activators | 0.073% of 360,000 active | AID 720707; also: potency is read from the fitted curve at half-maximal effect; nearly all actives have a fitted effect of over 60% in size
# Target sequence (O95398 whole entry, looked up): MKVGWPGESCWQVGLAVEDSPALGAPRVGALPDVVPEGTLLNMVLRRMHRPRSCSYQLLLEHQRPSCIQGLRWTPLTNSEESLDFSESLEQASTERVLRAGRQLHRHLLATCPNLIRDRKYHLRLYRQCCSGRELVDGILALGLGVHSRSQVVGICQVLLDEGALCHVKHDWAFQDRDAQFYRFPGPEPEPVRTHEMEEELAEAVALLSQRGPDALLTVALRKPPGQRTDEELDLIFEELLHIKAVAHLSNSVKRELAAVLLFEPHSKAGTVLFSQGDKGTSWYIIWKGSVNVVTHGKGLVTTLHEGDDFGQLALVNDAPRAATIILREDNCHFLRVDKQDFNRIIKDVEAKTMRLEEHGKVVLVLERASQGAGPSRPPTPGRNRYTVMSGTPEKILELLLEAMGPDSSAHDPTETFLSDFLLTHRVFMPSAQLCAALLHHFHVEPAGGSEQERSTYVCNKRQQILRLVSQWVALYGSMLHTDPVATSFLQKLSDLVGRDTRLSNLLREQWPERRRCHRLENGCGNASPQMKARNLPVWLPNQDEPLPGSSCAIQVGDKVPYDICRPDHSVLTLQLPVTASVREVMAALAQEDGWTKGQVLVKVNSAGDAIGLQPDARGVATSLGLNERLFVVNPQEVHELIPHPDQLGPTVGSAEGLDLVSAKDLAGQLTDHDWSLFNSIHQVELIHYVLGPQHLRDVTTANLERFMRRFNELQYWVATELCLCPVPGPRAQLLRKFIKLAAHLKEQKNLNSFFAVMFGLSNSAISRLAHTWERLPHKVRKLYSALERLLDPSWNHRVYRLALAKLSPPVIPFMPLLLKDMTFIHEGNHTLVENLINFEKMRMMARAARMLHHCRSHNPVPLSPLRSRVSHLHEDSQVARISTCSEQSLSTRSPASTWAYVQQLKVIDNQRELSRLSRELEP
#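 Normalized to 6.5 mM cAMP, activity reflects EPAC1-catalysed release of BODIPY-GDP from Rap1B, followed kinetically over 30 min at 480 nm excitation, 540 nm emission. Reaction contained 100 nM EPAC1, 250 nM Rap1B-BODIPY-GDP, 50 uM GDP.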
# CCT modulator – cytosolic chaperonin activity modulation; purified chaperonin ATPase assay, HTRF ADP detection, 30 min; activity change, % (test concentration not listed), hits read low; 0.3% of 360,000 active; AID 651819; in the data active = activity change below about -30%; also: % is scaled to controls: 0 for no effect and ±100 for the full control effect
#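 We incubate TRiC, 40 or 20 nM final, with library compounds at 76 uM and 10 uM ATP for 30 min at 37 °C. ADP formed is detected with Transcreener HTRF reagents after 30 min at room temperature.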
# EPAC2 antagonist – blocks human EPAC2 exchange factor; EPAC2 GEF exchange of Rap1B-BODIPY-GDP, fluorescence; Q8WZA2; Potency, µM (top dose mostly 114 µM), for inactives: at the top dose activity, negative = inhibition, usual class: inhibitors; 0.18% of 360,000 active; also: potency is read from the fitted curve at half-maximal effect; % is scaled to controls: 0 for no effect and ±100 for the full control effect; nearly all actives have a fitted effect of over 45% in size; many of its hits are not listed in these tables
# WRN helicase inh – inhibitors of human WRN helicase. 0.46% of 360,000 active. Q14191. WRN helicase unwinding, fluorescent forked duplex, kinetic. Potency, µM (series often up to 114 µM), for inactives: at the highest dose activity change, negative = inhibition, usual class: inhibitors. AID 651768; also: potency is read from the fitted curve at half-maximal effect; % is scaled to controls: 0 for no effect and ±100 for the full control effect; nearly all actives have a fitted effect of over 55% in size
#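 Enzyme (20 nM final) and test compound sit together 15 min at room temperature before substrate addition. Substrate is a single-forked duplex oligonucleotide (100 nM) labelled with fluorophore and quencher, with 2 mM ATP; helicase unwinding raises red fluorescence, read kinetically.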
# EPAC1 antagonist – blocks human EPAC1 exchange factor. O95398. EPAC1 GEF assay, Rap1b-BODIPY-GDP exchange fluorescence. Potency, µM (doses to about 115 µM), for inactives: top-dose activity change, negative = inhibition, usual class: inhibitors. 0.14% of 360,000 active. AID 720709;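 also: potency is read from the fitted curve at half-maximal effect; plate controls were vehicle for no effect and positive control for full effect; nearly all actives have a fitted effect of over 50% in size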
# Mm-Cpn inhibitor – inhibitors of Methanococcus maripaludis chaperonin (MmCpn) | purified Mm-Cpn ATPase, ADP Transcreener TR-FRET | Potency, µM (top dose mostly 76.9 µM), for the others: at the top dose activity, negative = inhibition, most hits filed as inhibitors | 0.031% of 330,000 active | AID 504842; also: potency is read from the fitted curve at half-maximal effect; % is scaled to controls: 0 for no effect and ±100 for the full control effect; nearly all actives have a fitted effect of over 80% in size
#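 Purified archaeal chaperonin (25 nM final) was preincubated with compound for 10 min at 37°C, then ATP (10 uM final) was added for 30 min at 37°C in Tris pH 7.4/KCl/MgCl2/DTT buffer. ADP was quantified by HTRF Transcreener TR-FRET.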
# Numbers without * were called inactive; ? = inconclusive; / = not tested or not shown; [ ] = remark or other dose. Unless noted, calls follow the shape of the dose curve; as a rule, active = well fitted curve in the direction sought with a large enough effect; inconclusive = small, poorly fitted or top-dose-only effect, or another doubt; inactive = no such curve, though single readings can be large; an effect the other way counts as inactive or inconclusive.
# Keys – A = PLK1 PBD inh; B = PI5P4Ka inh; C = EPAC1 ag; D = CCT modulator; E = EPAC2 antagonist; F = WRN helicase inh; G = EPAC1 antagonist; H = Mm-Cpn inhibitor
Cc1ccc(NS(=O)(=O)c2ccc3c(c2)N(C)CCO3)cc1
  A = -4%	B = 6	C = 4%	D = -1.9	E = -13%	F = -4%	G = 1%	H = -2%
CC(=O)Nc1ccc2c(c1)N(S(=O)(=O)c1cccs1)CCC2
  A = -6%	B = 0	C = -4%	D = -1.8	E = 10%	F = -1%	G = 6%	H = 1%
CCOC(=O)c1cnc(SCC(C)C)nc1N
  A = -10%	B = /	C = 12%	D = -2.8	E = -4%	F = 3%	G = 1%	H = 1%
CC(C)c1nnc(NC(=O)CSc2nc3ccccc3[nH]2)s1
  A = -20%	B = -1	C = -2%	D = 0.8	E = 4%	F = -4%	G = -22%	H = 0%
CCc1ccccc1NC(=O)CSC1=C(C#N)C(c2ccc(O)c(OC)c2)C2=C(CCCC2=O)N1 (stereo not drawn)
  A = 11µM*	B = ?	C = 3%	D = 0.8	E = 9%	F = -25%	G = -10%	H = 1%
CC(=O)Nc1ccc(S(=O)(=O)NNC(=O)COc2ccc(C)cc2)cc1
  A = -6%	B = -2	C = -1%	D = -1.2	E = -1%	F = 4%	G = -2%	H = 0%
CC(C)[C@H](NC(=O)N1c2ccccc2NC(=O)[C@@H]1C(C)C)C(=O)N1CCC[C@H]1C(=O)O
  A = -10%	B = -3	C = -5%	D = -3.1	E = 5%	F = -3%	G = -2%	H = 2%
CC1CCN(Cc2c(C(=O)N/N=C/c3ccc(C(F)(F)F)cc3)nnn2-c2nonc2N)CC1
  A = -4%	B = 0	C = -23%	D = -0.9	E = 5%	F = 0%	G = -9%	H = -6%
CN1N=C2c3ccccc3CCCC2C1c1ccc(F)cc1 (stereo not drawn)
  A = 1%	B = 8	C = -1%	D = 1.9	E = ?	F = -12%	G = -4%	H = -2%
COc1cc(/C=C(\C#N)C(=O)NCc2cccs2)ccc1O
  A = -5%	B = -30	C = -3%	D = 0.6	E = 1%	F = -23%	G = -13%	H = 1%
CN(CC(=O)Nc1c(Cl)cccc1Cl)C(=O)c1n[nH]c2ccccc12
  A = -3%	B = 5	C = -3%	D = -1.1	E = 3%	F = 1%	G = 9%	H = 0%
C#CCNc1cc(-c2ccccc2)nc2ncnn12
  A = 2%	B = -1	C = 3%	D = -2.4	E = 16%	F = 1%	G = -15%	H = 2%
COC(=O)[C@H](CC(C)C)NC(=O)/C=C/[C@H]1O[C@@H](n2ccc(=O)[nH]c2=O)[C@H](O)[C@@H]1O
  A = 3%	B = 5	C = -4%	D = 0.1	E = 6%	F = -8%	G = -13%	H = /
COc1ccc(CCNc2ccc(C(CC(N)=O)NC(=O)c3ccc(Br)cc3)cc2[N+](=O)[O-])cc1 (stereo not drawn)
  A = -7%	B = -19	C = -14%	D = 1.1	E = 6%	F = -2%	G = 14%	H = 2%
CCOC(=O)C1CCN(C(=O)Nc2ccc3oc(C)nc3c2)CC1
  A = -9%	B = /	C = -3%	D = -4.3	E = 2%	F = -1%	G = 4%	H = 0%

# The closing 4 entries of the part before open the next one:
# Keys – A = PLK1 PBD inh; B = PI5P4Ka inh; C = EPAC1 ag; D = CCT modulator; E = EPAC2 antagonist; F = WRN helicase inh; G = EPAC1 antagonist; H = Mm-Cpn inhibitor
C#CCNc1cc(-c2ccccc2)nc2ncnn12
  A = 2%	B = -1	C = 3%	D = -2.4	E = 16%	F = 1%	G = -15%	H = 2%
COC(=O)[C@H](CC(C)C)NC(=O)/C=C/[C@H]1O[C@@H](n2ccc(=O)[nH]c2=O)[C@H](O)[C@@H]1O
  A = 3%	B = 5	C = -4%	D = 0.1	E = 6%	F = -8%	G = -13%	H = /
COc1ccc(CCNc2ccc(C(CC(N)=O)NC(=O)c3ccc(Br)cc3)cc2[N+](=O)[O-])cc1 (stereo not drawn)
  A = -7%	B = -19	C = -14%	D = 1.1	E = 6%	F = -2%	G = 14%	H = 2%
CCOC(=O)C1CCN(C(=O)Nc2ccc3oc(C)nc3c2)CC1
  A = -9%	B = /	C = -3%	D = -4.3	E = 2%	F = -1%	G = 4%	H = 0%
COc1ccc(-n2c(=O)c3ccccc3n(Cc3cccc(C)c3)c2=O)cc1OC
  A = -3%	B = 12	C = -12%	D = -1.4	E = -7%	F = -5%	G = -10%	H = -1%
Cc1occc1C(=O)NNC(=O)c1ccc(S(=O)(=O)N(C)C)cc1
  A = 4%	B = 1	C = -2%	D = -0.9	E = 0%	F = 2%	G = -5%	H = 0%
CCc1ccccc1OCC(=O)Nc1cccc(S(=O)(=O)NC2=NCCCCC2)c1
  A = -15%	B = 3	C = -3%	D = -2.9	E = -4%	F = -1%	G = -16%	H = 2%
CCOC(=O)c1ccc(NC(=S)NCc2ccccc2)cc1
  A = -12%	B = 0	C = 17%	D = -0.1	E = -10%	F = -2%	G = -18%	H = -3%
CCN(CCNC(=O)c1ccc(CSc2nc3ccncc3[nH]2)cc1)c1ccccc1
  A = -1%	B = -2	C = -5%	D = -0.2	E = -7%	F = -2%	G = -13%	H = 0%
CCC1CCCCN1S(=O)(=O)c1ccc(C(=O)Nc2nnc(-c3ccccc3Cl)o2)cc1 (stereo not drawn)
  A = ?	B = -28	C = -1%	D = 2.1	E = -2%	F = -15%	G = ?	H = -1%
O=C(Cc1cn2ccsc2n1)OCc1ccccc1
  A = -1%	B = -2	C = -4%	D = 0.5	E = 1%	F = -7%	G = -9%	H = -1%
CCCc1nc2ccccc2c(C(=O)O)c1CC
  A = -1%	B = -2	C = 5%	D = 0.5	E = 0%	F = -2%	G = -7%	H = 0%
CN(C)c1ccc(CNC(=O)CN(C)S(=O)(=O)c2cccc3cccnc23)cc1
  A = -21%	B = -1	C = -17%	D = 1.4	E = 10%	F = 1%	G = 0%	H = 1%
COc1ccccc1NC(=O)c1ccc2c(c1)nnn2C
  A = -4%	B = 4	C = -6%	D = 1.0	E = 1%	F = 3%	G = -17%	H = 0%
COc1ccccc1CN(C)C(=O)CN1CCN(C(=O)c2cccs2)CC1
  A = -6%	B = -2	C = 11%	D = -3.2	E = 6%	F = 4%	G = -28%	H = 2%
CC1(C)C[C@@H]2C[C@@](C)(CN2C(=O)c2ccccc2)C1
  A = -15%	B = 0	C = -2%	D = -3.5	E = -1%	F = 0%	G = 6%	H = 0%
Cc1nc2ccccc2n1CC(=O)c1ccc(O)c(O)c1
  A = -6%	B = 2	C = 5%	D = 1.3	E = -5%	F = ?	G = -10%	H = -3%
N#Cc1ccc(COC(=O)c2cnc3ccccc3n2)cc1
  A = -10%	B = -4	C = 4%	D = -4.5	E = -1%	F = 6%	G = -10%	H = ?
COC(=O)c1cnc(SC)nc1C
  A = -6%	B = /	C = 4%	D = 0.4	E = 15%	F = 0%	G = -10%	H = 0%

# Some entries already given with just Mm-Cpn inhibitor, EPAC2 antagonist and PI5P4Ka inh:
SMILES | Mm-Cpn inhibitor | EPAC2 antagonist | PI5P4Ka inh
COc1ccccc1CN(C)C(=O)CN1CCN(C(=O)c2cccs2)CC1 | 2% | 6% | -2
CCC1CCCCN1S(=O)(=O)c1ccc(C(=O)Nc2nnc(-c3ccccc3Cl)o2)cc1 (stereo not drawn) | -1% | -2% | -28

# (list continues)
# Keys – A = PLK1 PBD inh; B = PI5P4Ka inh; C = EPAC1 ag; D = CCT modulator; E = EPAC2 antagonist; F = WRN helicase inh; G = EPAC1 antagonist; H = Mm-Cpn inhibitor
CCCOc1ccc(NC(=O)CC2C(=O)N(CC)C(=S)N2CCNC(C)=O)cc1 (stereo not drawn)
  A = -8%	B = 2	C = -11%	D = -10	E = -2%	F = 3%	G = -13%	H = 0%
CCC1(c2ccccc2)NC(=O)N(CC(=O)Nc2cc(C(F)(F)F)ccc2N2CCCC2)C1=O (stereo not drawn)
  A = -1%	B = -16	C = -6%	D = -3.4	E = -6%	F = -12%	G = -11%	H = -1%
CCOC(=O)c1cc(-c2cccc(C(F)(F)F)c2)nc2nc(SC)[nH]c(=O)c12
  A = -8%	B = -2	C = -2%	D = -4.3	E = 5%	F = 4%	G = 5%	H = -3%
O=C(Cn1nnc(-c2ccccc2-n2cnnn2)n1)NCc1ccccc1
  A = -9%	B = /	C = 0%	D = 0.8	E = 21%	F = -13%	G = 12%	H = 0%
Cc1cccc(Nc2c([N+](=O)[O-])cc(C(=O)N3CC(=O)Nc4ccccc43)cc2[N+](=O)[O-])c1
  A = -17%	B = 0	C = 12%	D = 0.3	E = -12%	F = -1%	G = -16%	H = 0%
O=C1CC(Nc2ccc(N3CCOCC3)cc2)C(=O)N1C1CCCCC1 (stereo not drawn)
  A = -2%	B = -1	C = -11%	D = 0.4	E = 1%	F = 3%	G = -11%	H = -1%
O=C(CCC1CCCCC1)Nc1nnc(C(F)(F)F)s1
  A = -15%	B = -3	C = 8%	D = 0.7	E = -6%	F = 1%	G = 18%	H = -2%
CC(=O)N(C)C1(c2nnnn2CCOC(=O)Nc2cccc3ccccc23)CCCC1
  A = -7%	B = 7	C = 0%	D = -0.1	E = 5%	F = -2%	G = -12%	H = -4%
Cc1ccc(NC(=O)CNc2cccc(S(=O)(=O)N3CCCC3)c2)cc1F
  A = -2%	B = 2	C = -9%	D = -2.5	E = -5%	F = -30%	G = ?	H = 1%
COc1ccc(CCn2c(C)cc(C(=O)CSc3nnnn3C)c2C)cc1
  A = 0%	B = -7	C = -4%	D = -1.6	E = 13%	F = -7%	G = -2%	H = 1%
CCCCSc1nnc(CSc2ncccn2)n1C
  A = -4%	B = 8	C = -1%	D = 2.6	E = ?	F = -17%	G = -5%	H = 3%
Nc1nnnn1/N=C/c1ccco1
  A = -6%	B = 0	C = 3%	D = -3.6	E = 10%	F = 1%	G = 11%	H = 0%
Cc1cccc(NC(=S)NCCCN2CCOCC2)c1
  A = -8%	B = 1	C = -1%	D = 2.8	E = 17%	F = 3%	G = 16%	H = 2%
COc1ccc(-c2nnc(SCC(=O)N(C)C3CCS(=O)(=O)C3)n2N)cc1OC (stereo not drawn)
  A = 4%	B = 0	C = 7%	D = -0.6	E = 3%	F = 1%	G = -6%	H = -1%
COc1ccc2nc(NC(=O)c3ccc4ncsc4c3)sc2c1
  A = -26%	B = -13	C = -8%	D = -1.0	E = 3%	F = -11%	G = -17%	H = -4%
CCc1nc(SCCO)c2oc3ccccc3c2n1
  A = -6%	B = -6	C = 3%	D = -3.5	E = 3%	F = 0%	G = -10%	H = 3%
C[C@H](NC(=O)/C=C/[C@H]1O[C@@H](n2ccc(=O)[nH]c2=O)[C@H](O)[C@@H]1O)C(=O)O
  A = -6%	B = 4	C = -17%	D = 0.3	E = 31%[activator]	F = -2%	G = 9%	H = /

# Source: PubChem

# The list is partial. The share of hits here may be higher or lower than overall.
